Screens as filed in PubChem BioAssay.
AID inh = blocks human AID cytidine deaminase activity. actives 0.32% (n = 91,000). AID deamination FRET fluorescence, UDG-coupled, 4 h. Potency, µM (series often up to 115 µM), for inactives: at the highest dose activity change, negative = inhibition, most hits filed as inhibitors; further: nearly all actives have a fitted effect of over 25% in size
Target sequence (Q9GZX7 whole entry, looked up): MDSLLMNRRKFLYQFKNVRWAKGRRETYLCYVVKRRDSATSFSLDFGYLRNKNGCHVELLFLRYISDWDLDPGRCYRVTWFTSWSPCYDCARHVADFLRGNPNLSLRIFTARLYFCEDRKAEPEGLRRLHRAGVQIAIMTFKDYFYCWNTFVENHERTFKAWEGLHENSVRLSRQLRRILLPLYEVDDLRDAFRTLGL
UDG counter = blocks uracil-DNA glycosylase in AID counter-screen. FRET deamination/UDG coupled assay, UDG read, 4 h. Potency, µM (titrated, usually from 115 µM), inactives show at the highest dose activity change, negative = inhibition, hits mostly inhibitors. actives 0.14% (n = 91,000); further: nearly all actives have a fitted effect of over 65% in size
* marks the source's active call; other numbers are inactive results; u = inconclusive; [ ] = dose if it differs, or a comment. The call rests on the fitted dose curve; in most records, active means well fitted curve in the direction sought with a large enough effect; inconclusive means small, poorly fitted or top-dose-only effect, or another doubt; inactive means no such curve, though single readings can be large; an effect the other way counts as inactive or inconclusive. On the % scale 0 is the no-effect control and ±100 the full control effect; potency means the concentration at half of the fitted maximal effect. Not all compounds are listed. The share of hits here may be higher or lower than overall.

SMILES	AID inh	UDG counter
CCOc1ccc(C(=O)/C=C/c2ccccc2)cc1	-16%	-3%
CC1CCCCC1NC(=O)CN(C)Cc1ccc(C(F)(F)F)cc1 (stereo not given)	-8%	-2%
Cc1ccc(-c2nc3sccn3c2Nc2ccccc2C)cc1	u	-9%
Cc1cc(C)c(NC(=O)CN2c3ccccc3S(=O)(=O)c3ccccc32)c(C)c1	-7%	-21%
CCN(CC)c1ccc(NC(=O)c2c(C)nn(-c3ccc(F)cc3)c2-n2cccc2)c(C)c1	37%[activator]	6%
N#Cc1ccc(C(=O)NC2CCC(C(F)(F)F)CC2)cc1 (stereo not given)	3%	0%
Cc1ccc(NC(=O)CSc2nc(-c3ccc(F)cc3)cc(C(F)(F)F)c2C#N)cc1	6%	-8%
COc1ccc(C(=O)Nc2ccccc2SCc2cc(=O)c3cccc(C)c3[nH]2)cc1	5%	0%[57.5 µM]
COc1ccc2c(c1)CC/C(=C\c1ccc(Br)o1)C2=O	30%[activator]	-11%
O=S(=O)(Cc1ccccc1)NCc1cccc(CNS(=O)(=O)Cc2ccccc2)c1	-7%	-12%
O=C(NNC(=S)Nc1ccccc1)c1ccc(-c2ccccc2)cc1	-6%	-8%
COc1ccc(CCNC(=O)CN(c2ccccc2OC)S(=O)(=O)c2ccc(C)cc2)cc1	-10%	-2%
COc1cccc(NC(=O)Cn2cc(C(=O)c3ccco3)c3ccccc32)c1	1%	2%
COc1ccc(C2CC(=O)NC(SCC(=O)Nc3c(C)cccc3C)=C2C#N)cc1OC (stereo not given)	-6%	2%
CCOc1ccc(CNC(=O)C2CCCN(c3nn4cc(-c5ccc(F)cc5)nc4s3)C2)cc1 (stereo not given)	-9%	-29%
CCOC(=O)c1c(C)[nH]c(C)c1S(=O)(=O)N1CCC(C(=O)Nc2ccc(C)cn2)CC1	6%	8%
CCc1c(C)sc2c1CCN(C(=O)Nc1ccccc1C(=O)OC)C2c1ccc(OC)cc1 (stereo not given)	-26%	-15%
O=C(CCc1ccccc1)N(Cc1ccco1)C1CC1	-4%	1%
COc1cccc2cc(S(=O)(=O)N3CCCCC3)c(=O)oc12	-7%	-3%
CSc1ccc(C(C)NC(=O)c2ccccc2F)cc1 (stereo not given)	-18%	-15%
O=S(=O)(Nc1cccc2c1CCCC2)c1ccccc1Cl	-10%	-2%
CCOC(=O)c1noc2ncn(CC(=O)Nc3cccc(Cl)c3)c(=O)c12	0%	-17%
O=C(COc1ccc(Cl)cc1Cl)c1ccc2ccccc2c1	-7%	-3%
O=C(NCCc1csc(-c2cccc(F)c2)n1)c1cccs1	-28%	u
COc1cccc(NC(=O)[C@H](C)n2c(=O)[nH]c3ccccc3c2=O)c1	-5%	-7%

Continued:
SMILES	AID inh	UDG counter
Cc1cc2oc(C(=O)N(Cc3ccc(N(C)C)cc3)CC3CCCO3)c(C)c2cc1Cl (stereo not given)	u	-5%
Cc1cc(C(=O)N2CCC(NC(=O)C3CCCCC3)CC2)c2ccccc2n1	1%	-12%
COc1cc(OC)cc(C(=O)/C(=C\c2ccncc2)c2nc3ccccc3o2)c1	-12%	0%
Cc1ccc2c(c1)NC(=O)C2(O)C(F)(F)F (stereo not given)	4%	2%
Cn1cc(C(c2ccccc2)c2ccc(Cl)s2)c2ccccc21 (stereo not given)	50%[activator]	-9%
CC(C)c1ccc(-n2nnnc2SCc2nc3ccccc3[nH]2)cc1	-8%	-2%
CC(=O)c1cccc(NC(=O)Cn2cnnc2C#N)c1	2%	2%
CCN(C(=O)CSc1nc2ccccc2n1CC(=O)N1CCCC(C)C1)c1ccccc1 (stereo not given)	5%	-15%
CN(CC(=O)NC(=O)NCc1ccccc1)CC(=O)Nc1ccc(Cl)cc1	-5%	-3%
CC(C)CC(=O)Nc1cccc(-c2nc3ccccc3[nH]2)c1	18%	4%
COc1ccc(OCCCn2c(=O)oc3ccc(C)cc32)cc1	u	u
O=C(NC(Nc1cccc(C(F)(F)F)c1)C(=O)c1ccccc1)c1ccc(Cl)cc1 (stereo not given)	1%	-6%
N#Cc1cccc(NC(=O)CCCCCCCC(=O)Nc2cccc(C#N)c2)c1	-8%	-13%
CCc1ccc(-n2c(=O)c3c4c(sc3n(Cc3ccccc3C#N)c2=O)CCC4)cc1	14%	-19%
COC(=O)c1ccc(CNC(=O)c2cccc(CS(C)=O)c2)cc1 (stereo not given)	0%	-8%
CCn1c(C(=O)N2CCCC(C(=O)N3CCN(c4ccccc4)CC3)C2)cc2sccc21 (stereo not given)	u	0%
COc1cccc(-c2cc(C(=O)Nc3cc(OC)c(OC)c(OC)c3)on2)c1	2%	4%
COc1ccc(NC(=O)N2CCN(c3cc(-c4noc(C)n4)ccc3C)CC2)c(OC)c1	-24%	-3%
CC(=O)c1c(C)n(-c2ccccc2)c2ccc(O)cc12	3%	5%
CCOC(=O)c1ccc(NC(=O)Cn2nc(C)n3cccc3c2=O)cc1	-5%	3%
CCc1ccccc1NC(=O)Nc1ccc2snnc2c1	u	-15%
Cc1ccc(-c2nc3cccc(C)n3c2Nc2ccc3c(c2)OCO3)o1	-12%	-4%
CC(=O)Nc1ccc(C)cc1S(=O)(=O)N1CCCC1c1cccs1 (stereo not given)	-3%	0%
COc1ccc(CNC(=O)c2ccc3c(c2)NC(=O)C(CS(=O)(=O)Cc2ccccc2Cl)N3)cc1 (stereo not given)	187%[activator]	3%
Cc1cccc2sc(N(Cc3cccnc3)C(=O)c3cccs3)nc12	-15%	-8%

Arranged by molar mass (rising): part of the list above.
SMILES	AID inh	UDG counter
Cc1ccc2c(c1)NC(=O)C2(O)C(F)(F)F (stereo not given)	4%	2%
CC(=O)c1c(C)n(-c2ccccc2)c2ccc(O)cc12	3%	5%
CC(=O)c1cccc(NC(=O)Cn2cnnc2C#N)c1	2%	2%
CC(C)CC(=O)Nc1cccc(-c2nc3ccccc3[nH]2)c1	18%	4%
COc1ccc(OCCCn2c(=O)oc3ccc(C)cc32)cc1	u	u
Cn1cc(C(c2ccccc2)c2ccc(Cl)s2)c2ccccc21 (stereo not given)	50%[activator]	-9%
COC(=O)c1ccc(CNC(=O)c2cccc(CS(C)=O)c2)cc1 (stereo not given)	0%	-8%
Cc1ccc(-c2nc3cccc(C)n3c2Nc2ccc3c(c2)OCO3)o1	-12%	-4%
CC(C)c1ccc(-n2nnnc2SCc2nc3ccccc3[nH]2)cc1	-8%	-2%
CCOC(=O)c1ccc(NC(=O)Cn2nc(C)n3cccc3c2=O)cc1	-5%	3%
CC(=O)Nc1ccc(C)cc1S(=O)(=O)N1CCCC1c1cccs1 (stereo not given)	-3%	0%
Cc1cc(C(=O)N2CCC(NC(=O)C3CCCCC3)CC2)c2ccccc2n1	1%	-12%
COc1cccc(-c2cc(C(=O)Nc3cc(OC)c(OC)c(OC)c3)on2)c1	2%	4%
N#Cc1cccc(NC(=O)CCCCCCCC(=O)Nc2cccc(C#N)c2)c1	-8%	-13%
CCc1ccc(-n2c(=O)c3c4c(sc3n(Cc3ccccc3C#N)c2=O)CCC4)cc1	14%	-19%
O=C(NC(Nc1cccc(C(F)(F)F)c1)C(=O)c1ccccc1)c1ccc(Cl)cc1 (stereo not given)	1%	-6%
CCN(C(=O)CSc1nc2ccccc2n1CC(=O)N1CCCC(C)C1)c1ccccc1 (stereo not given)	5%	-15%

New compounds follow.
SMILES	AID inh	UDG counter
NC(=O)c1ccccc1N=Cc1cccc(O)c1	-8%	-13%
FC(F)(F)c1nc2ccccc2n1Cc1nnc(-c2ccccc2Cl)o1	11%	0%
CNC(CC(=O)O)C(=O)O (stereo not given)	7%	-2%
Fc1ccc(N2CCN(c3ncnc4nc[nH]c34)CC2)cc1	-6%	-1%
O=C(Cn1cc(C(=O)c2ccco2)c2ccccc21)Nc1ccccc1Cl	5%	2%
Cc1ccc(NC(=O)Cn2cc(C(=O)C3CCCCC3)c3ccccc32)c(C)c1	14%	14%
CCN(CC)S(=O)(=O)c1ccc(Oc2ccc3c(C)cc(=O)oc3c2)c([N+](=O)[O-])c1	4%	5%
COc1ccc(Nc2cc(C)c3cc(NC(=O)COc4cccc(C)c4)ccc3n2)cc1	u	-15%
CCc1nn2c(=O)cc(COC(=O)c3ccco3)nc2s1	18%	12%
O=[N+]([O-])c1cnc(NS(=O)(=O)c2ccccc2[N+](=O)[O-])s1	-1%	9%
C=CCN1CCN(C(=O)c2cc3ccccc3oc2=O)CC1	4%	11%
CC(NC(=O)c1ccc2c(c1)OCO2)c1ccc2c(c1)CCC(=O)N2 (stereo not given)	3%	9%
CC(CC(=O)O)CC(=O)N1CCOCC1 (stereo not given)	-2%	-4%
Cc1ccc(Cl)cc1N1CCN(C(=O)Cc2c(C(=O)O)c(C)cn2C)CC1	22%	6%
COCc1cc(C)n(CC(=O)Nc2ccc(NC(C)=O)cc2)c(=O)c1C#N	111%[activator]	-3%
CN(C)CCCn1c(COc2ccc3cc(Br)ccc3c2)n[nH]c1=S	19%	-4%
COc1cc(C(=O)N2CCN(CCc3ccccn3)CC2)cc(OC)c1OC	13%[57.5 µM]	2%[57.5 µM]
COC(=O)C(C)NC(=O)C12CC3(C)CC(C)(CC(C)(C3)C1)C2 (stereo not given)	0%	-1%
CCOc1ccccc1NC(=O)CCc1c(C)nn(-c2ccc(N3CCOCC3)nn2)c1C	9%	1%
CCOC(=O)c1ccccc1NC(=O)N1CCN(Cc2cc(=O)n3nc(-c4ccccc4)sc3n2)CC1	16%	2%
CCOc1ccc(-c2cc(C(=O)NCCc3ccccc3)c3c(-c4ccc(C)cc4)[nH]nc3n2)cc1	8%	4%
Cc1nc(NC(=O)c2csc3ccccc23)sc1C(=O)N(C)C	-2%	-7%
Clc1cc(Cl)c(N/N=C/C(Br)=C/c2ccccc2)c(Cl)c1	-15%	-1%
CCOC(=O)C1CCN(c2c(C(=O)c3ccc(OC)cc3)cnc3ccccc23)CC1	7%	9%
Cc1c(C(=O)Nc2cccc(Cl)c2)oc2ccc(S(=O)(=O)N3CCOCC3)cc12	3%	-6%

Part of the list above, with values under each structure.
Each structure is followed by: AID inh	UDG counter
COCc1cc(C)n(CC(=O)Nc2ccc(NC(C)=O)cc2)c(=O)c1C#N
    111%[activator]	-3%
CC(CC(=O)O)CC(=O)N1CCOCC1 (stereo not given)
    -2%	-4%

Continued:
SMILES	AID inh	UDG counter
Cc1ccc(C2CC3CC2C(C(=O)O)C3C(=O)O)cc1C (stereo not given)	4%	-6%
O=C1CC(c2ccc3c(c2)OCO3)c2sc(C(=O)O)c(-c3ccc(F)cc3)c2N1 (stereo not given)	-3%	3%
COC(=O)c1ccc(Oc2c(C)oc3cc(OC(=O)c4ccccc4)ccc3c2=O)cc1	9%	-7%
COc1ccc(CC(=O)Nc2ccc(OC)c3ncccc23)cc1	17%	5%
CN1CCc2c(sc(NC(=O)CSc3ccccc3)c2-c2nc3ccccc3s2)C1	343%[activator]	0%
O=c1[nH]c2ccc(NCc3ccc(-c4ccc(Br)cc4)o3)cc2[nH]1	1%	-6%
COc1ccc(CNCc2c(C(=O)O)c(C)n(Cc3ccccc3C)c2C)cc1OC	-2%	-16%
COc1ccccc1CNc1nc2ccccc2nc1NS(=O)(=O)c1ccc(Cl)cc1	-3%	5%
Cc1cccc(NC(=O)c2oc3ccc(S(=O)(=O)N4CCCCC4)cc3c2C)c1C	13%	-6%
N#C/C(=C\c1ccc(Cl)cc1)c1nc(-c2cc3c(ccc4ccccc43)oc2=O)cs1	61%[activator]	-3%
CC(C(=O)NC1CCCC1)N1CCC(C(=O)NCc2ccco2)CC1 (stereo not given)	5%	-4%
CCC1CCC(NC(=S)NCc2ccc(F)cc2)CC1 (stereo not given)	-10%	-12%
O=S(=O)(c1ccc(Cl)cc1)c1nc(-c2ccccc2Br)oc1NCc1ccccc1	2%[57.5 µM]	5%[57.5 µM]
Cc1cc(NC(=O)c2ccccc2F)ccc1-c1nc2ccccc2s1	11%	-3%
CNC(=O)CCS(=O)(=O)Cc1coc(-c2ccc(C)cc2C)n1	2%	4%
CCOc1ccc(CCNC(=O)C2COc3ccccc3C2)cc1OCC (stereo not given)	-10%	-9%
CC1C(=O)CCN(C(C)C)C1C (stereo not given)	3%	1%
Cc1cccc(NC(=O)/C=C/c2cccs2)c1C	-7%	-3%
COc1cccc(N2CCN(C(=O)CCSCc3ccccc3F)CC2)c1	-10%	3%[57.5 µM]
CCOc1ccc(CNC(=O)CSc2nnc(C)c3c(C)n(-c4ccccc4)nc23)cc1	-9%	9%
Cc1cc(Br)ccc1NC(=O)CCNS(=O)(=O)c1cccc2nonc12	19%	5%
O=S1(=O)c2ccccc2N(Cc2cccc(C(F)(F)F)c2)c2ccccc21	-21%	u
CC(CNC(=O)c1cc2cc(S(=O)(=O)N3CCCCC3)ccc2n1C)c1ccccc1 (stereo not given)	2%	-11%
Cc1ccc(CNC(=O)c2cccn2-c2nnc(N3CCCC3)s2)cc1	-6%	-2%
N#Cc1ccc(OCCOC(=O)c2ccco2)cc1	5%	12%

Going on with the list:
SMILES	AID inh	UDG counter
Cc1occc(=O)c1OCc1noc(C(=O)NCc2cccnc2)n1	4%	1%
C(#CCN1CCN(Cc2ccccc2)CC1)COCCOC(c1ccccc1)c1ccccc1	-18%	-3%
Cc1ccc(NC(=O)N2CCN(S(C)(=O)=O)CC2)c(C)c1	6%	-1%
COc1cccc(/C=C/c2nc(C#N)c(NCCc3ccc(OC)c(OC)c3)o2)c1	1%	31%[activator]
CCCC(=O)OCc1cnc(C)c2oc(=O)c(C(=O)Nc3ccccc3)cc12	15%	14%
O=C1CCCC2=C1C(c1ccc(Br)cc1)n1nc(-c3ccco3)nc1N2 (stereo not given)	-6%	6%
